SENP8 block-1: SENP8 (human) protease inhibition; Q96LD8; recombinant SENP8, Nedd8 substrate fluorescence; inhibition, % at 20 µM; hit rate 0.64% among 360,000; AID 602440; in the data active = inhibition mostly above about 40%, no sharp cut-off; inactive = mostly below about 27%
Target sequence (Q96LD8 whole entry, looked up): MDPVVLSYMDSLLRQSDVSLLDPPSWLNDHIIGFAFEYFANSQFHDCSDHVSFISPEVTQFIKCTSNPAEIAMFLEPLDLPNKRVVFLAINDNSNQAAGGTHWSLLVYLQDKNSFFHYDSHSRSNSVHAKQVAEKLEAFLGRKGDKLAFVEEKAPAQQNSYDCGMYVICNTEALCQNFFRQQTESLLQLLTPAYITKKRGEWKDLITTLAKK
SENP6 inh: SENP6 protease inhibition | Q9GZR1 | Recombinant SENP6 catalytic domain, aminoluciferin luminescence | inhibition, % at 10 µM | hit rate 1.8% among 330,000 | AID 2599;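 active = inhibition above about 50% at the single tested dose, limit read from the data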;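 also: plate controls were DMSO wells with enzyme for no effect and DMSO wells lacking enzyme for full effect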
Apaf-1 inh: inhibitors of human Apaf-1 apoptosome | O14727 | reconstituted apoptosome caspase-3 activity, DEVD-Rh110 fluorescence | AID 489030 | hit rate 0.71% among 330,000 | inhibition, % at 20 µM; active = inhibition of at least 40% at 20 µM;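 also: plate controls were DMSO wells for no effect and DEVD-CHO caspase inhibitor wells for full effect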
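Material: biochemical Apaf-1 apoptosome reconstitution. Medium: Hepes buffer, pH 7.5. Also added: cytochrome c activation, bis-DEVD rhodamine 110 substrate. Timing: 30 min compound preincubation, 50 min activation, room temperature. Measured by: rhodamine 110 fluorescence at Ex 480/Em 540 nm.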
SENP7 inh: inhibitors of human SENP7 protease. Q9BQF6. hit rate 1.5% among 330,000. recombinant SENP7, Z-RLRGG-aminoluciferin luminescence, 40 min. AID 434973. inhibition, % at 5 µM;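 active = inhibition above about 50% at the single test dose, limit read from the data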;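 also: plate controls were DMSO with enzyme for no effect and no enzyme buffer wells for full effect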
Target sequence (Q9BQF6 706-1050 limits assumed): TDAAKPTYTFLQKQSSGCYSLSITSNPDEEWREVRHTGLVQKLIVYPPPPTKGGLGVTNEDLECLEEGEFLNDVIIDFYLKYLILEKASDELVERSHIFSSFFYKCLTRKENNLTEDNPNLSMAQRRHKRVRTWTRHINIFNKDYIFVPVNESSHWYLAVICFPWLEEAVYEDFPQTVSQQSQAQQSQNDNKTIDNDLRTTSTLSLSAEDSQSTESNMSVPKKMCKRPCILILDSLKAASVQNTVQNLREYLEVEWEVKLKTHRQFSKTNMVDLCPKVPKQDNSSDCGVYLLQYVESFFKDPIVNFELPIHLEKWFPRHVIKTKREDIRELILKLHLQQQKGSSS
SENP1 inh: blocks the human SENP1 SUMO protease catalytic domain | Q9P0U3 | recombinant SENP1 catalytic domain, CyPet-SUMO1-YPet FRET cleavage | inhibition, % at 10 µM | hit rate 0.21% among 360,000 | AID 624204;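 active = inhibition at least 30% at 10 µM, raw YFP signal under a set limit, fluorescence ratio 0.5 to 1.5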;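 also: 0% = enzyme with DMSO and 100% = no enzyme wells; some results filed as inactive read as strong as hits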
Target sequence (Q9P0U3 419-644 limits assumed): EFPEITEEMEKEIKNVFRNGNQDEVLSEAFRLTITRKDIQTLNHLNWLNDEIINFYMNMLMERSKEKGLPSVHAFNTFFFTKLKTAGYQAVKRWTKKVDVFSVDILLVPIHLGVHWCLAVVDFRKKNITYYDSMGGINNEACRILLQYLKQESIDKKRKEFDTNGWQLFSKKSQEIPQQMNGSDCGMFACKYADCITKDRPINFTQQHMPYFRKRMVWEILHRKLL
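Assay system: hSENP1 catalytic domain, recombinant. Amount: SENP1 enzyme, 20 pM final. Schedule: 50 min reaction, RT, dark. Technique: FRET, CFP and YFP emission. Control set: no-enzyme wells low, DMSO-plus-enzyme wells high control.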
PfGluPho inh: PfG6PD (Plasmodium falciparum) enzyme inhibition. PfGluPho enzyme, NADPH resazurin-diaphorase fluorescence. inhibition, % at 20 µM. hit rate 0.78% among 350,000;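 active = inhibition reaching at least a set limit at 20 µM in the primary screen, cut at about 59% in these data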;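 also: 0% = DMSO wells with substrate and 100% = DMSO wells lacking glucose-6-phosphate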
SENP8 block-2: inhibitors of human SENP8 protease; Q96LD8; purified SENP8, Z-RLRGG-aminoluciferin cleavage, luminescence; inhibition, % at 10 µM; hit rate 1.2% among 330,000; AID 2540; in the data active = inhibition above about 50%
HKDC1 inh: inhibitors of human hexokinase HKDC1; hit rate 0.16% among 340,000; Q2TB90; inhibition, % at 20 µM; recombinant HKDC1, G6PDH/diaphorase resazurin coupled fluorescence;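 active = inhibition above about 35% when tested at 20 µM, limit read from the data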;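 also: plate controls were DMSO wells with enzyme for no effect and DMSO wells lacking enzyme for full effect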
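Assay system: in-house recombinant HK5 (HKDC1) enzyme. Input: HKDC1 at 5 µg/mL. Medium: Tris pH 8.0 buffer with MgCl2, Tween-20, BSA, BME. Dosing: single 20 µM dose. Schedule: 90 min reaction incubation at room temperature, dark. Signal: resazurin-to-resorufin fluorescence via G6PDH and diaphorase coupling, 525/613 nm. Controls: DMSO-enzyme wells negative, buffer-substituted wells positive.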
An asterisk follows results filed as active. An unsorted share of the library; 3.6% or so of the library scored in one or more.

For Cc1[nH]n(-c2ccccc2)c(=O)c1C(c1ccc(C(=O)O)cc1)c1c(C)[nH]n(-c2ccccc2)c1=O the results were SENP8 block-1 71*, SENP6 inh 26, Apaf-1 inh 71*, SENP7 inh 18, SENP1 inh 3, PfGluPho inh -3, SENP8 block-2 -3 and HKDC1 inh -1.
For COc1ccccc1CNC(=O)COC(=O)[C@H](Cc1c[nH]c2ccccc12)NC(=O)c1cccs1 the results were SENP8 block-1 13, SENP6 inh -1, Apaf-1 inh 4, SENP7 inh 2, SENP1 inh -1, PfGluPho inh 9, SENP8 block-2 -3 and HKDC1 inh 10.
For Cc1ccccc1N1CC(=O)Nc2c(oc3nc(-c4ccccc4)cc(C)c23)C1=O the results were SENP8 block-1 -137, SENP6 inh -30, Apaf-1 inh -11, SENP7 inh 3, SENP1 inh -9, PfGluPho inh 1, SENP8 block-2 1 and HKDC1 inh -4.
For NCCCNC(=O)c1cc2ccccc2[nH]1 the results were SENP8 block-1 17, SENP6 inh -3, Apaf-1 inh 2, SENP7 inh 6, SENP1 inh 1, PfGluPho inh -30, SENP8 block-2 0 and HKDC1 inh -9.
For CCOC(=O)CSc1nc2cc(C(=O)N3CCC(C(N)=O)CC3)ccc2c(=O)n1C1CCCCC1 the results were SENP8 block-1 9, SENP6 inh 10, Apaf-1 inh 2, SENP7 inh 6, SENP1 inh 1, PfGluPho inh -11, SENP8 block-2 -3 and HKDC1 inh 1.
O=C1CC(c2ccccc2)CC(O)=C1C=NCCN1CCN(C(=O)Nc2ccccc2)CC1 (stereo not drawn) was read as SENP8 block-1 17, SENP6 inh 3, Apaf-1 inh 1, SENP7 inh -1, SENP1 inh -1, PfGluPho inh -10, SENP8 block-2 -17 and HKDC1 inh 11.
Screening Cc1ccc(NP(=O)(c2ccc(N(C)C)cc2NC(=O)c2cccs2)N2CCOCC2)cc1Cl (stereo not drawn) returned SENP8 block-1 -2, SENP6 inh 2, Apaf-1 inh 15, SENP7 inh -1, SENP1 inh -1, PfGluPho inh 5, SENP8 block-2 0 and HKDC1 inh 8.
For CC(C)(C)C(=O)NC1(C(F)(F)F)N=C2SCCN2C1=O (stereo not drawn) the results were SENP8 block-1 2, SENP6 inh -18, Apaf-1 inh 2, SENP7 inh -12, SENP1 inh 0, PfGluPho inh 9, SENP8 block-2 -6 and HKDC1 inh 1.
Screening O=C(c1cccs1)N(Cc1ccccn1)Cc1ccco1 returned SENP8 block-1 11, SENP6 inh -2, Apaf-1 inh -4, SENP7 inh -8, SENP1 inh -6, PfGluPho inh -1, SENP8 block-2 -2 and HKDC1 inh -10.
Screening O=C(COc1cccc(NC(=O)c2cccs2)c1)c1ccc(F)cc1 returned SENP8 block-1 19, SENP6 inh -14, Apaf-1 inh 0, SENP7 inh 1, SENP1 inh 2, PfGluPho inh 3, SENP8 block-2 -5 and HKDC1 inh -2.
`CCOc1ccccc1CN1CCC(n2nccc2NC(=O)CCc2ccccc2)CC1` gave SENP8 block-1 8, SENP6 inh 9, Apaf-1 inh 8, SENP7 inh -6, SENP1 inh 1, PfGluPho inh -10, SENP8 block-2 6 and HKDC1 inh 2.
Screening COc1ccc(CNC(=O)[C@]2(C)CCC[C@@]3(C)C4CC[C@@]5(C)C[C@]4(CCC32)CC5=O)cc1 (stereo partly drawn) returned SENP8 block-1 15, SENP6 inh -16, Apaf-1 inh 18, SENP7 inh -14, SENP1 inh 0, PfGluPho inh -9, SENP8 block-2 -3 and HKDC1 inh 1.
`COc1ccc(CCNC(=O)CSc2nnc(-c3ccco3)c(-c3ccco3)n2)cc1OC` gave SENP6 inh 33, Apaf-1 inh 43*, SENP7 inh 5 and SENP8 block-2 12.
Screening COc1ccc(OC)c2[nH]c(=O)c(CCNC(C)=O)cc12 returned SENP8 block-1 -63, SENP6 inh 0, Apaf-1 inh 1, SENP7 inh 6, SENP1 inh 0, PfGluPho inh -6, SENP8 block-2 -7 and HKDC1 inh 2.
`CCN(CC)c1ccc(/C=N/NC(=S)NCc2ccccc2)cc1` gave SENP8 block-1 inactive, SENP6 inh -14, Apaf-1 inh 7, SENP7 inh 4, SENP1 inh -20, PfGluPho inh 17, SENP8 block-2 0 and HKDC1 inh 0.

The final two compounds of the part before open the next one:
Screening COc1ccc(OC)c2[nH]c(=O)c(CCNC(C)=O)cc12 returned SENP8 block-1 -63, SENP6 inh 0, Apaf-1 inh 1, SENP7 inh 6, SENP1 inh 0, PfGluPho inh -6, SENP8 block-2 -7 and HKDC1 inh 2.
`CCN(CC)c1ccc(/C=N/NC(=S)NCc2ccccc2)cc1` gave SENP8 block-1 inactive, SENP6 inh -14, Apaf-1 inh 7, SENP7 inh 4, SENP1 inh -20, PfGluPho inh 17, SENP8 block-2 0 and HKDC1 inh 0.
For CC1CC(=O)Nc2ccccc2N1C(=O)COc1cc(Cl)ccc1Cl (stereo not drawn) the results were SENP8 block-1 14, SENP6 inh 11, Apaf-1 inh -2, SENP7 inh -8, SENP1 inh -1, PfGluPho inh -21, SENP8 block-2 8 and HKDC1 inh -3.
For O=[N+]([O-])c1ccc2nc(SCc3ccccc3Cl)sc2c1 the results were SENP8 block-1 15, SENP6 inh 0, Apaf-1 inh 2, SENP7 inh -3, SENP1 inh 1, PfGluPho inh 11, SENP8 block-2 -9 and HKDC1 inh 11.
For COc1cc(/C=C(/C#N)C(=O)Nc2ccc(Cl)cc2)ccc1Oc1nc(Cl)ncc1F the results were SENP8 block-1 2, SENP6 inh 12, Apaf-1 inh -5, SENP7 inh 6, SENP1 inh -53, PfGluPho inh 4, SENP8 block-2 5 and HKDC1 inh 6.
CC(=O)Oc1ccc2oc(=O)c3c(c2c1)CCCN3C(=O)CN1CCN(c2ncccn2)CC1 was read as SENP8 block-1 4, SENP6 inh -8, Apaf-1 inh -17, SENP7 inh 6, SENP1 inh 2, PfGluPho inh -3, SENP8 block-2 0 and HKDC1 inh -6.
For CC(=O)c1ccc(N(C(=O)Cc2c[nH]c3ccccc23)C(C(=O)NC2CCCCC2)c2cccs2)cc1 (stereo not drawn) the results were SENP8 block-1 -10, SENP6 inh 4, Apaf-1 inh 13, SENP7 inh 14, SENP1 inh -35, PfGluPho inh 6, SENP8 block-2 0 and HKDC1 inh -2.
`O=C(Nc1ccccc1N1CCOCC1)C1Cc2ccccc2CN1C(=O)c1ccco1` (stereo not drawn) gave SENP8 block-1 0, SENP6 inh -11, Apaf-1 inh 25, SENP7 inh 3, SENP1 inh -4, PfGluPho inh 3, SENP8 block-2 -4 and HKDC1 inh 7.
For Cc1ccc(-c2nc3ccccc3s2)cc1NC(=O)c1cc(-n2cnnc2)ccc1Cl the results were SENP8 block-1 -39, SENP6 inh -2, Apaf-1 inh 11, SENP7 inh -12, SENP1 inh -11, PfGluPho inh -17, SENP8 block-2 -12 and HKDC1 inh -2.
For O=c1nc(-c2ccccc2)c(-c2ccccc2)n[nH]1 the results were SENP8 block-1 6, SENP1 inh 2, PfGluPho inh -9 and HKDC1 inh 6.
CC1CCCC(C)N1C(=O)c1ccc(S(=O)(=O)N2CCCC2)cc1 (stereo not drawn) was read as SENP8 block-1 19, SENP6 inh -9, Apaf-1 inh -8, SENP7 inh 4, SENP1 inh 1, PfGluPho inh -2, SENP8 block-2 3 and HKDC1 inh -6.
Screening Cc1ccc(-n2c(C)cc(/C=N/NC(=O)c3ccncc3)c2C)cc1C returned SENP8 block-1 10, SENP6 inh 10, Apaf-1 inh -9, SENP7 inh 10, SENP1 inh 0, PfGluPho inh 0, SENP8 block-2 -1 and HKDC1 inh -6.
CCCc1cc(C(=O)N2CCCC(N3CCN(c4ccccc4C)CC3)C2)n(C)n1 (stereo not drawn) was read as SENP8 block-1 -4, SENP6 inh -14, Apaf-1 inh 7, SENP7 inh -6, SENP1 inh 2, PfGluPho inh 15, SENP8 block-2 5 and HKDC1 inh -7.
Cc1cccc(N(Cc2cc(=O)[nH]c3ccccc23)C(=O)CCl)c1 was read as SENP8 block-1 -6, SENP6 inh 6, Apaf-1 inh 15, SENP7 inh 3, SENP1 inh 3, PfGluPho inh 30, SENP8 block-2 5 and HKDC1 inh 26.
For COc1ccc(C(=O)C2CCCN(C(=O)c3cccc(Cn4cccn4)c3)C2)cc1F (stereo not drawn) the results were SENP8 block-1 2, SENP6 inh 4, Apaf-1 inh -5, SENP7 inh 2, SENP1 inh 3, PfGluPho inh -12, SENP8 block-2 4 and HKDC1 inh 2.
For CCn1c2ccccc2c2nnc(NN)nc21 the results were SENP8 block-1 33, SENP6 inh 21, Apaf-1 inh 8, SENP7 inh 8, SENP1 inh 0, PfGluPho inh 33, SENP8 block-2 7 and HKDC1 inh -6.
For O=C(NCCO)/C(=C\c1ccco1)NC(=O)c1cccs1 the results were SENP8 block-1 -2, SENP6 inh 2, Apaf-1 inh 2, SENP7 inh -8, SENP1 inh -1, PfGluPho inh -4, SENP8 block-2 0 and HKDC1 inh 11.

Reprinted from the part before: 2 compounds, then new ones.
For CCn1c2ccccc2c2nnc(NN)nc21 the results were SENP8 block-1 33, SENP6 inh 21, Apaf-1 inh 8, SENP7 inh 8, SENP1 inh 0, PfGluPho inh 33, SENP8 block-2 7 and HKDC1 inh -6.
For O=C(NCCO)/C(=C\c1ccco1)NC(=O)c1cccs1 the results were SENP8 block-1 -2, SENP6 inh 2, Apaf-1 inh 2, SENP7 inh -8, SENP1 inh -1, PfGluPho inh -4, SENP8 block-2 0 and HKDC1 inh 11.
Screening CCCCS(=O)(=O)N1C2=NC(C(=O)OC)=C(C(=O)OC)[C@@H]3N(C)c4ccc(OC)cc4[C@]23C[C@H]1C(=O)OC returned SENP8 block-1 25, SENP6 inh 3, Apaf-1 inh 9, SENP7 inh 4, SENP1 inh 2, PfGluPho inh 14, SENP8 block-2 1 and HKDC1 inh 4.
`CC1(c2nnc(Cc3ccccc3)o2)CC(c2ccc([N+](=O)[O-])cc2)=NO1` (stereo not drawn) gave SENP8 block-1 13, SENP6 inh 11, Apaf-1 inh 14, SENP7 inh 2, SENP1 inh 2, PfGluPho inh 8, SENP8 block-2 -4 and HKDC1 inh -4.
COc1ccc(OC)c(NC(=O)CSCC(=O)O)c1 was read as SENP8 block-1 1, SENP6 inh -7, Apaf-1 inh 1, SENP7 inh -9, SENP1 inh 0, PfGluPho inh 5, SENP8 block-2 2 and HKDC1 inh -2.
For CC(C)Cn1c(N)c(C=O)c(=O)[nH]c1=O the results were SENP8 block-1 9, SENP6 inh 7, Apaf-1 inh -2, SENP7 inh 0, SENP1 inh -1, PfGluPho inh -3, SENP8 block-2 1 and HKDC1 inh 5.
`CC(=O)Nc1nc2cc3c(cc2s1)OCO3` gave SENP8 block-1 5, SENP6 inh 68*, Apaf-1 inh 0, SENP7 inh 56*, SENP1 inh 1, PfGluPho inh -1, SENP8 block-2 40 and HKDC1 inh -1.
CC(Sc1nnc(C(F)(F)F)n1C)C(=O)Nc1ccc(S(N)(=O)=O)cc1 (stereo not drawn) was read as SENP8 block-1 24, SENP6 inh -10, Apaf-1 inh -24, SENP7 inh 5, SENP1 inh 2, PfGluPho inh 9, SENP8 block-2 4 and HKDC1 inh -11.
`COc1cc2[nH]c(=O)n(CCC(=O)NC3CCCC3)c(=O)c2cc1OC` gave SENP8 block-1 -83, SENP6 inh -2, Apaf-1 inh 0, SENP7 inh 15, SENP1 inh 0, PfGluPho inh 19, SENP8 block-2 -6 and HKDC1 inh -2.

High-throughput results from PubChem BioAssay.
